Screens as filed in PubChem.
aDG glyco act – alpha-DG glycosylation activation. AID 624168. activation, % at 10 µM. Pro5-aDG cells, alpha-DG glycosylation AlphaScreen (IIH6); 0% Pro5, 100% B10-LARGE cell signal. 0.22% of 360,000 active;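 active = activation of at least 8% versus controls, or a plate z-score of at least 8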;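 also: Pro5 are CHO cells carrying HIG-tagged alpha-DG that lacks glycosylation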
TLR9-MyD88 inh – inhibitors of human TLR9-MyD88 binding | Q9NR96+Q99836 | CHO BLA complementation TLR9-MyD88, CCF4 FRET ratio | inhibition, % at 4.98 µM | 0.21% of 340,000 active | AID 504734;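 active = inhibition above the mean over all tested compounds plus 3 SD, cut at about 21% in these data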;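 also: 0% = DMSO only wells and 100% = clavulanate BLA inhibitor control wells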
NOD2 RIPK2 PPI – NOD2-RIPK2 protein interaction inhibition. inhibition, % at 4.98 µM. CHO BLA complementation NOD2-RIPK2, CCF4 ratio. O43353. 0.38% of 360,000 active; in the data active = inhibition above about 21%;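 also: 0% = vehicle only and 100% = reference blocker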
Target sequence (O43353 whole entry, looked up): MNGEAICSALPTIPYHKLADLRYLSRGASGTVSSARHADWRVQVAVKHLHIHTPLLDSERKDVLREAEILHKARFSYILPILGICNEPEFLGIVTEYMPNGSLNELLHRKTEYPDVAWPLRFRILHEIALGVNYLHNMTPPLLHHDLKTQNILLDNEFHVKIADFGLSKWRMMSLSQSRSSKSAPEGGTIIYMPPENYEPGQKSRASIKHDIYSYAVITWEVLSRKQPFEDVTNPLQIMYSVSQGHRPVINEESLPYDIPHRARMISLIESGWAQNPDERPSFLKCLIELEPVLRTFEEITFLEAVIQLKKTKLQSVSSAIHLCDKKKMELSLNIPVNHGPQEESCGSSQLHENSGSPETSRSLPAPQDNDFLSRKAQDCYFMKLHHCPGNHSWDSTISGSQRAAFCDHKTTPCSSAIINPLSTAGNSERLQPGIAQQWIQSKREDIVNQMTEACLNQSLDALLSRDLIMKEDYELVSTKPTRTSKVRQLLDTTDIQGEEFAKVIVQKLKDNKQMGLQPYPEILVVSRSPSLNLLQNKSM
MC4R antagonist – blocks human MC4R cAMP signaling; P32245; MC4R-expressing cells, MTII-stimulated cAMP, LANCE TR-FRET; inhibition, % at 6.5 µM; 0.48% of 360,000 active; AID 540295;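 active = inhibition above its plate's cutoff, the mean of tested wells on that plate plus 3 SD, cut at about 29% in these data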;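 also: 0% = Melanotan II alone and 100% = Melanotan II plus saturating MCL0020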
Target sequence (P32245 whole entry, looked up): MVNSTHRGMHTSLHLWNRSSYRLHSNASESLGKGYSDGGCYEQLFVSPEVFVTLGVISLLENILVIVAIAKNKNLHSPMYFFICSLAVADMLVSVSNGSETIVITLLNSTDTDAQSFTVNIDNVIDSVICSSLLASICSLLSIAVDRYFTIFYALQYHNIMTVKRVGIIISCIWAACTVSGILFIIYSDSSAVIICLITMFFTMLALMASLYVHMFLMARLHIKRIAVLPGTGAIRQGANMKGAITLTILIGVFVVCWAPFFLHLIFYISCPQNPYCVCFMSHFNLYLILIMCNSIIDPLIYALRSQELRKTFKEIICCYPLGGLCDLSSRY
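System – human MC4R-expressing U2OS cells · Also added – Melanotan II · Dosing – one concentration, 6.5 µM nominal · Timing – 30-min compound, 1-h challenge, 1-h detection, room temperature · Measured by – Eu-cAMP/anti-cAMP TR-FRET, emission 671 nm · Replicates – singlicate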
Granule exo inh – blocks lytic granule exocytosis | TALL-104 LAMP-1 surface exposure, flow cytometry; cells stimulated with thapsigargin and PMA | inhibition, % at 10 µM | 0.66% of 360,000 active;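 active = inhibition above about 55%, limit read from the data; inconclusive = no clear call, values can overlap the other calls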
Vif imaging – HIV Vif inhibition; 0.35% of 340,000 active; AID 602346; inhibition, % at 7.49 µM; HEK293T cells, Vif self-association by quenched fluorescence, imaging, 24 h; in the data active = inhibition above about 50%, passing the limit was not always enough; inconclusive = no clear call, values can overlap the other calls; inactive = below about 31%; also: some results filed as inactive read as strong as hits
MC4R ag barr – agonists of human melanocortin 4 receptor (MC4R) beta-arrestin; P32245; AID 540308; activation, % at 8.9 µM; U2OS MC4R beta-arrestin complementation, luminescence; percent of melanotan II response, DMSO zero; 0.98% of 360,000 active;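 active = activation above a per-plate cutoff, the mean activation of sample wells on that plate plus 3 SD, cut at about 8% in these data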
ABHD5-PLIN5 inh – ABHD5-PLIN5 protein interaction inhibition. 0.78% of 360,000 active. Q00G26+Q8WTS1. inhibition, % at 4 µM. Split G. princeps luciferase complementation, luminescence, 4 h. AID 602281;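 active = inhibition above the mean inhibition across every tested compound plus 3 SD, cut at about 22% in these data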;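 also: 0% = DMSO only wells and the 100% control is not disclosed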
ABCB6 inh MLPCN – inhibitors of human ABC transporter ABCB6 | AID 602162 | K562-ABCB6 porphyrin accumulation, flow cytometry, 1 h; hits give low values | Q9NP58 | fluorescence ratio to DMSO, % at 10 µM | 0.19% of 360,000 active;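 active = fluorescence ratio to DMSO below 75%, the collection mean minus 3 SD; inconclusive = too few cells collected in the well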;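 also: signal is porphyrin accumulated inside mitochondria; 100% equals median channel fluorescence of DMSO control wells; lower ratio means ABCB6 inhibition with less porphyrin fluorescence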
N-glyco inh – N-linked glycosylation inhibition; reporter increase, % at 12.5 µM; 0.23% of 360,000 active; D54 ERlucT glycosylation luciferase reporter, 24 h; percent of 100 nM tunicamycin response;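 active = mean luciferase reporter signal, scaled so untreated is 0 and the glycosylation-blocking control 100, at or above a set limit in every replicate; inconclusive = mean reaches the limit but not every replicate does; inactive = mean below the limit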;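 also: luciferase carries N-glycosylation sites so blocking glycosylation raises the light; 0% = median of neutral control wells and 100% = median of 100 nM tunicamycin wells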
Active calls of the source: *; u = inconclusive; x = no result given. Only part of the results is shown. The share of hits here may be higher or lower than overall.

Compound	aDG glyco act	TLR9-MyD88 inh	NOD2 RIPK2 PPI	MC4R antagonist	Granule exo inh	Vif imaging	MC4R ag barr	ABHD5-PLIN5 inh	ABCB6 inh MLPCN	N-glyco inh
CCCC(=O)Nc1cc2c3c(c1)C(C)C(=O)N3CCC2 (configuration not stated)	-0.1	0	1	3	4	-1	-1.1	-1	100	2
CC(=O)c1ccc(C#CC(C)(C)O)s1	-0.2	4	-9	2	1	-9	-1.3	2	104	2
CC(=O)N1CCc2cc(S(=O)(=O)CCC(=O)NCCc3ccccc3)ccc21	-0.3	-4	5	9	-2	2	-1.7	-8	104	1
O=C(N/N=C/C=C/c1ccco1)c1cccnc1	0.0	12	-8	-10	1	4	-0.8	19	94	2
O=C(NCc1ccc(Cl)cc1)c1ccc(S(=O)(=O)N2CCCCC2)cc1	0.2	-11	-1	-2	2	-7	9.4*	-15	91	-3
Cc1ccc(OCC(=O)NCc2ccccn2)c(Br)c1	0.1	-3	-2	-8	-2	x	-2.3	1	104	0
C=CCOC(=O)C1=C[C@H](c2ccc3c(c2)OCO3)C[C@H](OCCCCO)O1	-0.2	-8	2	8	1	3	-1.0	-5	101	-1
CCCOc1ccc(C(=O)Nc2ccc(Cl)cn2)cc1	0.1	12	1	3	0	-1	-0.2	-11	100	-10
Cc1ccc(S(=O)(=O)N2C[C@H]3C(=O)C[C@@H](c4ccccc4)N(S(=O)(=O)c4ccccc4C)[C@H]3C[C@H]2c2ccccc2)cc1	-0.4	x	-8	x	-3	x	x	-1	98	-2
CCC1=C2CC[C@H]3C(=O)N(c4ccccc4)C(=O)[C@H]3[C@H]2[C@@]2(C)C(=NCC(=O)OC)OC(=O)N2C1=O	-0.1	-4	2	2	24	1	-1.3	11	95	-1
COc1ccc(N=NC2=C(O)CC(C)(C)CC2=O)c(OC)c1	0.6	6	0	-14	-2	1	-1.5	-3	100	2
Cn1c(SCC(=O)c2ccccc2)nnc1-c1ccccn1	0.1	6	-2	0	-5	-4	-2.1	-2	98	-4
COC(=O)C1=C(C)Nc2nnnn2C1c1cccnc1 (configuration not stated)	-0.2	-3	-8	1	1	-6	-0.3	4	97	2
Cc1ccc(C(=O)OCC(=O)N2CCCCCC2)c(O)c1	-0.1	-7	-9	1	-7	-3	-1.4	5	102	-2
c1ccc(-c2ccc(OCCCn3cncn3)cc2)cc1	0.2	-8	-12	-4	-2	-2	0.6	5	102	3
COc1ccccc1OCC(=O)NCc1cccs1	-0.3	10	1	3	-3	11	1.3	0	95	-1
O=C(c1ccccc1)c1cnc(Nc2ccc(Cl)c(Cl)c2)s1	0.1	5	0	14	26	-1	-0.7	-2	99	-1
Cc1ccc(C)c(S(=O)(=O)NCc2ccc(C(=O)N3CCCCC3C)cc2)c1 (configuration not stated)	0.3	4	0	12	2	-1	-1.1	1	96	3
CCOc1ccccc1OCCOc1ccc(F)cc1	0.2	-2	-11	-10	-3	1	0.1	-7	95	0
CN(/N=C/c1ccc(Cl)cc1Cl)c1ncc(Cl)cc1C(F)(F)F	0.1	4	2	2	-4	-2	-1.6	1	96	-2
O=[N+]([O-])c1ccc(Oc2ccc(C(F)(F)F)cn2)cc1	-0.4	-1	1	-9	6	-1	-0.8	1	104	0
CC1=C(C(=O)OCc2ccccc2)C(c2cccc([N+](=O)[O-])c2)NC(=O)N1CCCCCC(=O)O (configuration not stated)	0.1	-7	1	4	3	-4	-3.0	-1	92	3
O=C(Nc1cccnc1)c1ccc(-c2ccc(Cl)cc2)o1	-0.4	-13	-3	7	0	2	0.4	-6	93	4
CCOC(=O)[C@]12CCC=C1N(CCC1=CCCCC1)C(=O)[C@H](CC(=O)N1CCCC1)C2	-0.2	x	4	x	2	x	x	1	96	x
O=C(CSc1nc2ccccc2c(=O)[nH]1)c1ccc(O)c(O)c1	-0.1	-6	-11	5	-2	x	0.7	6	97	-1
COC(=O)C[C@H]1CC[C@H](NC(=O)Cc2ccccc2)[C@@H](CO)O1	0.0	x	-1	x	-1	x	x	1	x	x
O=C(Nc1ccc(O)cc1)c1ccc(NC(=O)c2cccs2)cc1	0.2	5	0	13	51	1	-1.6	13	99	-2
O=C(CN1CCN(C(=O)C2CCN(C(=O)/C=C/c3ccccc3)CC2)CC1)Nc1ccccc1Cl	0.5	4	-4	0	-4	-7	3.4	2	96	2
CCN(CC(=O)NCc1ccc(F)cc1)C(=O)C1CCN(S(=O)(=O)c2ccc(C(C)C)cc2)CC1	1.0	4	4	0	7	10	-4.1	-4	98	-3
CN(C)CCCNC(=O)c1cc(C(=O)c2cccc(Cl)c2Cl)c[nH]1	0.0	3	-2	-1	9	-1	-0.8	9	98	-8
CCc1[nH]nc(C(=O)N2CCCC(CCC(=O)N3CCN(c4ccccn4)CC3)C2)c1C (configuration not stated)	-0.2	-3	0	0	-1	10	-1.0	6	99	-3
CC1(C)CSC(=NCCc2ccccc2)N1	0.0	-3	3	0	-14	11	-4.8	-4	97	-1
Cc1cc(C)nc(SCc2csc(-c3ccccc3)n2)n1	0.4	-19	6	-7	-6	-3	-1.2	-3	95	-11
O=[N+]([O-])c1ccc(Nc2ccccc2O)c([N+](=O)[O-])c1	-0.2	-8	-9	-3	-7	11	-2.2	-3	104	2
CCOC(=O)C1CCCN(C(=O)Cc2c(F)cccc2Cl)C1 (configuration not stated)	0.1	0	4	9	0	-3	-0.9	-4	102	0
CC1CCN(c2nnc(N)s2)CC1	-0.2	-3	2	8	0	u	-2.3	5	93	0
Cc1cc(C)c(NC(=S)N(C)C)cc1C	0.2	3	-10	7	-5	1	-1.3	4	106	0
Cc1cc2nc(SC(C)C(=O)O)[nH]c2cc1C (configuration not stated)	0.0	-7	4	-2	3	-1	-2.1	-7	96	2
CCOC(=O)C1CCN(C(=O)NS(=O)(=O)c2ccc(C)cc2)CC1	-0.2	-20	5	-1	2	x	0.5	1	104	0
CC(/C=C/C=C/c1ccccc1)=N\NC(=O)c1cccnc1	-0.4	-7	-5	-5	-3	-6	-2.1	-1	96	2
COc1ccc(CCN2CC(C(=O)Nc3cc(S(C)(=O)=O)ccc3Cl)CC2=O)cc1OC (configuration not stated)	-0.3	8	-3	10	-3	x	-1.3	1	98	2
CC(=O)c1cccc(NC(=O)NCc2ccc3c(c2)OCO3)c1	0.1	-11	1	9	-4	x	-3.0	-4	92	-2
C=CCn1c(N)c(-c2nc3ccccc3n2C)sc1=S	0.3	1	-1	-4	-1	2	1.3	-6	92	1
Cc1ccc(-n2c(C)cc(/C=C3\SC(=O)NC3=O)c2C)cc1	0.3	6	4	6	5	x	-0.1	-7	105	0
O=[N+]([O-])c1ccc(N/N=C/c2ccc(OCc3cccc4ccccc34)cc2)nc1	-0.6	16	0	7	-3	149*	-0.7	4	150	-4
CCOC(=O)c1c(C)n(C)c2cc(-c3ccc(C)cc3)c(O)cc12	0.0	3	-8	-1	4	4	-1.9	-4	100	0
Cc1c(C(=O)OCC(=O)NCc2ccccc2)oc2ccccc12	0.0	-6	2	-2	-4	18	-0.7	3	93	2
CCN1C(=O)[C@H]2[C@@H](c3ccc(OC)cc3)N[C@]3(CCCN(Cc4ccc(Cl)cc4)C3=O)[C@H]2C1=O	-0.1	-6	1	-7	2	-2	2.9	-8	93	0
CCN1C(=O)C(CC(=O)Nc2ccc(Br)cc2)N(CCCc2ccccc2)C1=S (configuration not stated)	1.4	3	7	15	46	-10	-0.2	-7	103	-7
CC(=O)Nc1ccc(S(=O)(=O)Nc2nc(C)nc3sc(C)c(C)c23)cc1	-0.2	14	1	-7	-1	-1	1.0	7	99	2
O=C(CNc1cccc(S(=O)(=O)N2CCCC2)c1)Nc1ccc(F)c(F)c1	0.0	-1	1	2	0	10	0.0	5	93	0
C=CCNC(=O)c1c(CSc2ccc(Cl)cc2)noc1C(=O)NCCC	0.0	-1	-10	14	-4	-2	-0.6	-11	98	-3
O=C(OCC(=O)N1N=C(c2ccc(Cl)cc2)CC1c1ccco1)c1ccccc1O (configuration not stated)	0.8	-2	-8	6	8	x	-1.8	2	92	-1
Cc1cc(C)n2nc(SCc3ncc(-c4ccccc4)o3)nc2n1	0.3	-3	-9	-4	-2	4	-1.1	2	91	0
CC/C(=N\O)C(C)(C)/[N+]([O-])=C/c1ccc(Br)cc1	-0.1	3	-7	8	1	-7	-1.4	4	98	-1
COc1ccccc1C(=O)Nc1ccc(NC(=O)c2ccco2)cn1	0.1	7	-9	-1	10	17	-0.6	-2	92	-2
Cn1ncc2c(Nc3ccc(O)cc3)nc(Cl)nc21	-0.2	11	0	-9	-7	-2	0.4	1	97	2
COc1ccc(NC(=O)CN(c2ccccc2F)S(=O)(=O)c2ccc(C)cc2)c(OC)c1	0.1	-6	-3	16	15	2	0.2	0	91	-3
Cc1nc(Nc2ccccc2)[nH]c(=O)c1CCC(C)C	0.7	-2	-2	14	0	9	7.8	-8	98	-5
COc1ccccc1CNS(=O)(=O)c1cc(-c2cc(C)no2)ccc1C(C)C	0.1	7	-12	9	5	0	-2.4	-2	100	-4

New compounds follow.
Compound	aDG glyco act	TLR9-MyD88 inh	NOD2 RIPK2 PPI	MC4R antagonist	Granule exo inh	Vif imaging	MC4R ag barr	ABHD5-PLIN5 inh	ABCB6 inh MLPCN	N-glyco inh
CCc1ccc(-n2c(C)cc(/C=N/NC(=O)c3ccncc3)c2C)cc1	0.4	-3	-1	2	4	0	-0.2	6	101	-3
Cc1ccc(Cl)cc1N1CCN(C2CCCCC2NS(=O)(=O)c2ccccc2)CC1 (configuration not stated)	0.5	1	-3	7	-1	14	-1.7	-5	90	-9
Fc1ccc(CSc2nnc(-c3cccs3)o2)cc1	0.3	9	2	4	-1	2	-0.2	-9	158	0
Cc1cccc(OCCn2c(=O)sc3ccccc32)c1	0.9	-16	-10	-10	0	-1	1.2	-6	96	-6
CCOC(=O)[C@]12CCCC=C1N(Cc1ccccc1)C(=O)[C@H](CC(=O)NCc1ccc(OC)c(OC)c1)C2	2.3	x	-9	x	1	x	x	7	x	x
COc1ccc(CNC(=O)C(=O)NCC2OCCN2S(=O)(=O)c2cccs2)cc1 (configuration not stated)	0.0	-7	8	26	-4	-1	-0.5	4	94	-1
Cc1ccsc1/C=N/NC(=O)CNC(=O)c1ccc(S(=O)(=O)N(C)C)cc1	-0.4	2	-6	9	4	-6	0.5	4	123	1
O=C(CSc1nc2ccccc2c(=O)n1Cc1ccc(F)cc1)NCC1CCCO1 (configuration not stated)	0.0	-1	-3	17	-7	-5	-0.9	7	101	-1
Cc1cc(C(=O)OCC(=O)N2CC(=O)Nc3ccccc32)c(C)n1-c1ccccc1	-0.1	-8	1	1	2	1	-0.9	2	100	-2
